NCI-60 one-dose screen, 48 h, at 10 µM unless noted. Numbers give growth in % (100 = growth as untreated, 0 = no growth, -100 = all killed).
HCT-15: HCT-15 colon cancer | 82,000 compounds, 5.2% hits | AID 1794746
COLO 205: COLO 205 colon cancer; 79,000 compounds, 7.3% hits; AID 1794742
NCI/ADR-RES: NCI/ADR-RES ovarian cells; 81,000 compounds, 4.4% hits
HT29: HT29 colon cancer. AID 1794748. 81,000 compounds, 7.4% hits
HCT-116: HCT-116 colon cancer; 82,000 compounds, 7.3% hits
NCI-H322M: NCI-H322M lung cancer | 80,000 compounds, 2.7% hits | AID 1794733
NCI-H522: NCI-H522 lung cancer; 78,000 compounds, 8% hits
NCI-H226: NCI-H226 lung cancer | 79,000 compounds, 3.5% hits | AID 1794732
NCI-H460: NCI-H460 lung cancer; AID 1794736; 82,000 compounds, 6.8% hits
* hit, by the source's call; / = no result given; & = joins results of further samples. Rule for the calls: active = growth percent below 10; inactive = the rest. Compounds were not picked by outcome, and some 12% of all compounds hit somewhere here.

Fields: NCI-H522	NCI-H322M	NCI/ADR-RES	NCI-H460	HT29	HCT-15	HCT-116	COLO 205	NCI-H226
CCOC(=O)c1csc(NC(=O)Nc2cnc(Nc3ccc(N4CCOCC4)cc3)nc2Oc2ccc(OC)cc2)n1
  46	79	99	92	75	82	77	70	91
Clc1ccc(Cc2nc3ccccc3[nH]2)cc1
  100	97	107	100	103	99	94	114	87
O=c1[nH]c2ccccc2c(=O)c2ccccc12
  87	100	118	112	97	103	100	110	102
CCOC(=O)CNC(=O)C(c1ccccc1)c1ccccc1
  86	105	106	105	98	109	80	99	90
O=C(/C=C\c1ccc(O)c(O)c1)OC1C(O)CC(OC(=O)/C=C/c2ccc(O)c(O)c2)(C(=O)O)CC1O (stereo not drawn)
  98	92	104	109	112	97	97	112	97
Cc1ccc(Nc2nnc(-c3cc(-c4cccnc4)n(-c4ccccc4)n3)o2)cc1
  83	100	86	102	48	63	90	98	110
Clc1nc(N[C@H]2CCCc3ccccc32)c2ccccc2n1
  62	96	71	84	76	68	52	114	74
COC(=O)C(C(=O)OC)C(Br)C(Br)C(Br)c1ccccc1 (stereo not drawn)
  /	113	111	108	/	80	17	71	97
CCC(C)/C=C/C=C/C(O)=C1/C(=O)NC(Cc2ccc(O)cc2)C1=O (stereo not drawn)
  101	99	95	110	122	98	105	114	/
COc1ccc(-c2cc(-c3cc(OC)ccc3OC)nc(N)c2C#N)cc1
  24	/	52	53	61	51	35	57	64
CCN(CC)Cc1c(C)[nH]c2ccc(NC(C)=O)cc2c1=O
  127	110	100	107	111	108	103	113	110
Clc1ccc(COc2ccc(Nc3ncnc4c3sc3ncccc34)cc2)cc1Cl
  96	98	96	104	98	107	104	113	94
O=[N+]([O-])c1cccc2ccc(N/N=C/c3ccccc3O)nc12
  89&79	95&88	106&59	98&92	106&93	98&94	68&21	111&68	99&83
Clc1ccc(N=Cc2ccc3c(c2)OCO3)c(Cl)c1
  85	108	105	106	94	111	103	104	98
CN=C(NC)N/N=C(C)\C=N\NC(=NC)NC
  102	107	107	104	104	101	105	102	99
OC(COc1ccccc1Cl)CN1CCN(c2ccc(Cl)cc2)CC1 (stereo not drawn)
  93	101	115	104	113	91	96	116	94
N#Cc1ncc(-c2cccc(F)c2F)c(NC2CCCCCC2)n1
  72	77	87	74	89	77	77	93	85
N=C(N)SCCCCCSC(=N)N
  98	100	92	94	91	109	109	91	89
Cc1cc(N2CCCCC2)nc(N(CCNc2ccnc3cc(Cl)ccc23)Cc2ccco2)n1
  19	69	11	8.1*	6.6*	14	2.1*	-14*	80
O=S(O)c1ccc(F)cc1
  84	99	113	107	99	113	103	111	100
Cc1cc(-c2cc(C)c(N)cc2S(=O)(=O)O)c(S(=O)(=O)O)cc1N
  95&107	100&93	91&108	114&112	105&110	104&104	102&110	89&108	105&93
COc1ccc(-n2ncc3c2CCc2cccnc2-3)cc1
  98	102	96	103	104	94	104	117	95
CCCCCCC[C@@H](O)CC(=O)N[C@@H](CC(C)C)C(=O)N[C@@H](CC(C)C)C(=O)N[C@H](CCC(N)=O)C(=O)N[C@@H](CC(C)C)C(=O)N[C@H](CO)C(=O)N[C@H](C(=O)N[C@H](CC(C)C)C(=O)N[C@@H](CC(C)C)C(=O)O)C(C)C
  98	103	103	104	105	107	66	107	102
CS(=O)(=O)c1ccc2c(c1)c1c(n2C(=O)c2ccc(Cl)cc2)CCCC1
  -44*	44	26	12	5.1*	26	28	-1.1*	61
CCCC/C(=N\N=C(N)N)c1ccc(F)cc1
  10	61	7.5*	16	1.9*	23	21	8.5*	32
CC(CCSCCO)SCCO (stereo not drawn)
  85	104	102	102	96	106	105	114	94
O=C(NS(=O)(=O)c1ccc2ccccc2c1)n1ccc2c(Cl)ccnc21
  93	104	107	124	81	116	107	100	105
Cc1ccc(C)n1-c1ccsc1C(=O)NNC(=O)C(Cl)(Cl)Cl
  87	107	101	109	117	94	89	129	94
COc1ccccc1[P+](CO)(c1ccccc1OC)c1ccccc1OC
  /	80	99	82	72	98	73	85	94
Cc1ccc(O)c(Cc2ccccc2)c1
  94	112	100	99	97	107	98	111	106
CCc1ccc(-c2cc(-c3ccc(C)cc3)n(-c3ccc(S(N)(=O)=O)cc3)n2)cc1
  86	88	93	92	71	80	65	93	86
CC1(C)CC(C)(C#N)CC2(C1)OCCO2 (stereo not drawn)
  100	109	100	104	108	101	110	111	102
Cn1cc(-c2noc(-c3cn(C)c4ncccc34)n2)c2ccccc21
  81	93	93	62	103	83	60	71	108
Cc1cc2c(c(C)c1Cl)C(=O)/C(=C/c1ccc(Cl)cc1)O2
  90	92	98	100	99	96	98	112	/
C[Si](Cl)(Cl)c1ccccc1
  105	105	112	104	100	103	98	115	111
CCc1ccc(/C=C2\N=C(C)N(CCc3ccc(S(N)(=O)=O)cc3)C2=O)cc1
  92	111	108	105	104	106	104	119	113
CC(=O)OCc1ccc(C)cc1C
  87	130	110	112	98	102	99	97	98
COc1ccc(C(=O)C[n+]2ccccc2C)cc1
  97	98	103	103	102	105	105	114	104
O=C(O)c1ccc(Cn2c(=O)sn(CCCl)c2=O)cc1
  79	82	95	100	93	94	78	107	106
O=C(CC(=O)c1ccccc1)Nc1ccc([N+](=O)[O-])cc1
  60	95	99	102	98	89	87	105	/
CCN(c1cc(-c2ccc(CN3CCN(C(=O)CCCCCCCCCC(=O)N[C@H](C(=O)N4C[C@H](O)C[C@H]4C(=O)NCc4ccc(-c5scnc5C)cc4)C(C)(C)C)CC3)cc2)cc(C(=O)NCc2c(C)cc(C)[nH]c2=O)c1C)C1CCOCC1
  91	101	120	97	102	105	100	110	102
O=c1[nH]c2cc(O)ccc2n2cc3c(F)cccc3c12
  /	29	17	2.7*	46	39	20	66	61
Oc1ccc(-c2nnc3c4cc[nH]c4ncn23)cc1
  77	87	/	99	101	103	99	121	101
COc1ccc(Nc2c(Nc3ccc(OC)cc3)c(=O)c2=O)cc1
  92	103	101	104	101	96	103	105	98
Cc1ccc(S(=O)(=O)c2nc(S(=O)(=O)c3ccc(Cl)cc3)c(N3CCN(C)CC3)s2)cc1
  21	75	50	64	76	47	51	105	77
CCCCCC1(C(OC)OC)NC(=O)NC1=O (stereo not drawn)
  62	98	108	107	86	98	89	98	99
Cc1cc(=O)oc2cc(OC(=O)N(C(C)C)C(C)C)ccc12
  87	92	99	106	100	97	102	106	94
COc1cc(/C=C2/Oc3cc4occc4c(OC)c3C2=O)ccc1OCC(=O)Nc1ccncc1
  85	97	107	104	104	112	95	107	95
CC(C)(C)c1cc(Cl)c(O)c(CNCCO)c1
  106	118	109	101	107	100	99	112	98
CSc1nc(COC(=O)NC(C)C)c(COC(=O)NC(C)C)n1-c1ccccc1
  110	104	107	113	116	100	107	102	99
COCCn1cc(-c2nc(-c3cccnc3)cs2)c2cc(Br)ccc21
  74	/	81	61	71	59	57	83	87
COc1cc(/C=C/C(=O)O)cc(Br)c1O
  95	113	99	109	110	99	96	107	105
CC(=O)O[C@H]1C[C@@]2(C)[C@@H](C[C@@H](O)[C@H]3[C@@]4(C)CC[C@@H](OC(C)=O)[C@@H](C)[C@@H]4CC[C@@]32C)/C1=C(\CCC=C(C)C)C(=O)O
  83	87	96	100	102	95	100	98	87
O=C(CCCCCCCC(=O)N1CCCCCC1)N1CCCCCC1
  75&89	103&120	85&87	118&103	84&100	95&97	98&89	109&111	106&102
OC1OC(COC(c2ccccc2)(c2ccccc2)c2ccccc2)C(O)C(O)C1O (stereo not drawn)
  /	92	104	101	110	99	91	117	90
COc1c2occc2c(OC)c2c(=O)c(-c3cc(-c4ccc(F)cc4)c(C#N)c(N)n3)c(C)oc12
  49	40	68	25	14	31	9.9*	27	72
N#Cc1ncnc2nc[nH]c12
  100	117	116	112	106	97	99	114	94
O=C1OC2CC13Cc1ccccc1C3(C(=O)O)CC2I (stereo not drawn)
  95	87	100	115	101	98	109	116	107
CCCCCC(=O)Nc1ccc(S(N)(=O)=O)cc1
  89	106	104	118	107	93	104	109	105
Nc1ccc(N=Nc2ccccc2)c(N)c1
  103&81	121&91	112&90	111&106	100&91	99&96	90&104	109&113	105&97

Next section
Fields: NCI-H522	NCI-H322M	NCI/ADR-RES	NCI-H460	HT29	HCT-15	HCT-116	COLO 205	NCI-H226
CCOC(=O)c1cc(C(=O)/C=C/c2ccc3c(c2)Sc2ccccc2N3C)n2c(C)cccc12
  76	104	70	26	54	27	48	/	69
O=C1NCCCN1C1OC(CO)C(O)C1O (stereo not drawn)
  101	111	105	102	109	104	121	107	104
N=c1sccn1/N=C/c1cccnc1
  82	91	104	106	93	98	95	/	102
COc1cc(C(=O)/C=C/c2c(C)nn(-c3ccccc3)c2N2CCOCC2)cc(OC)c1OC
  /	77	65	67	80	72	43	99	44
O=C1Nc2cc(Cl)ccc2/C1=C/c1ccc(N2CCOCC2)s1
  101	101	100	112	97	112	97	95	93
O=C(c1ccc(O)cc1)[C@@H]1[C@@H]2CCCN2[C@]2(C(=O)N(C(=O)c3ccc(F)cc3)c3ccccc32)[C@H]1c1ccc(F)cc1
  84	92	96	92	93	82	77	106	95
O=c1c2c(nc3cc(-c4ccccc4)[nH]n13)CCCC2
  111	104	97	97	103	99	95	104	93
C/C=C(/C)C(=O)OC1C=C(CO)C(=O)C(OC(=O)C(C)(O)C(C)Cl)C1C(C)C (stereo not drawn)
  -34*	-11*	9.5*	/	-33*	-21*	-56*	/	-19*
COc1ccc(Cn2cc(CNC(=O)c3cccnc3Nc3ccc(OC)cc3OC)nn2)cc1
  101	104	/	103	114	105	/	136	93
Cc1ccc(C(C)C)cc1NC(=O)Nc1ccccc1Cl
  78	92	98	103	97	93	95	118	101
Nc1ncc(-c2ccc3ncnc(N4CCc5cc(F)c(F)cc54)c3c2)cn1
  34	33	36	19	33	23	29	44	29
Cn1cc(-c2nonc2-c2c[nH]c3ccccc23)c2cccnc21
  18	89	13	22	12	24	24	38	30
CNS(=O)(=O)c1cccc(-c2ccc3c4c(n(C)c(=O)c3c2)-c2ccccc2C4=O)c1
  49	93	71	7.5*	46	31	36	66	33
CCCCC#Cc1c(I)n(C2OC(CO[Si](C)(C)C(C)(C)C)C3OC(C)(C)OC32)c(=O)[nH]c1=O (stereo not drawn)
  80	84	85	107	69	68	50	-59*	88
C(=C\c1ccc2ccccc2n1)/c1ccccc1
  96	102	89	93	105	100	109	111	90
CC(=O)OC(C(=O)Nc1ncccn1)c1ccccc1 (stereo not drawn)
  103	94	96	105	106	104	94	108	106
N=C1C(c2nc(-c3ccc(Br)cc3)cs2)=C(O)CN1Cc1cccnc1
  68	50	70	67	65	88	21	88	99
COc1ccc(S(=O)(=O)NCCCNc2nccc(-c3[nH]c(-c4ccccc4)nc3-c3ccc(F)c(OC)c3)n2)cc1
  60	75	62	57	36	40	26	78	56
COc1ccc(CN2CCc3c(nc(N)nc3Sc3ccc(Cl)cc3)C2)c(OC)c1
  86	95	87	91	88	69	73	106	95
COc1ccc(-c2n[nH]c(=O)c3c2sc2ncc(-c4ccc(Br)cc4)n23)cc1
  93	92	99	107	97	102	93	105	104

Shown with tabs: part of the list above
SMILES	NCI-H522	NCI-H322M	NCI/ADR-RES	NCI-H460	HT29	HCT-15	HCT-116	COLO 205	NCI-H226
CS(=O)(=O)c1ccc2c(c1)c1c(n2C(=O)c2ccc(Cl)cc2)CCCC1	-44*	44	26	12	5.1*	26	28	-1.1*	61
CCCC/C(=N\N=C(N)N)c1ccc(F)cc1	10	61	7.5*	16	1.9*	23	21	8.5*	32

One compound at a time (already shown). Order of screens: NCI-H522, NCI-H322M, NCI/ADR-RES, NCI-H460, HT29, HCT-15, HCT-116, COLO 205, NCI-H226
CC(=O)OC(C(=O)Nc1ncccn1)c1ccccc1 (stereo not drawn) reads 103, 94, 96, 105, 106, 104, 94, 108, 106
Cc1ccc(C(C)C)cc1NC(=O)Nc1ccccc1Cl reads 78, 92, 98, 103, 97, 93, 95, 118, 101
CCOC(=O)c1cc(C(=O)/C=C/c2ccc3c(c2)Sc2ccccc2N3C)n2c(C)cccc12 reads 76, 104, 70, 26, 54, 27, 48, /, 69
N=c1sccn1/N=C/c1cccnc1 reads 82, 91, 104, 106, 93, 98, 95, /, 102
COc1ccc(S(=O)(=O)NCCCNc2nccc(-c3[nH]c(-c4ccccc4)nc3-c3ccc(F)c(OC)c3)n2)cc1 reads 60, 75, 62, 57, 36, 40, 26, 78, 56

Later entries.
Fields: NCI-H522	NCI-H322M	NCI/ADR-RES	NCI-H460	HT29	HCT-15	HCT-116	COLO 205	NCI-H226
C=CCNC(=O)OC
  95	108	119	108	102	103	106	111	109
O=C(c1cccc2ccccc12)N1CCCCC1
  72	99	105	103	92	110	100	96	90
O=[N+]([O-])c1ccc(OCCCOc2ccc([N+](=O)[O-])cc2)cc1
  73	92	93	119	94	98	90	/	97
N#C/C(=C\c1ccc([N+](=O)[O-])cc1)c1cc2ccccc2[nH]1
  59	88	75	54	69	43	77	88	92
CCCOc1ccc(C(=O)OCCNCC)cc1N
  97	94	91	108	96	99	101	105	92
CN(C)C=Nc1ccc([N+](=O)[O-])c2ccccc12
  79	99	104	112	95	102	104	103	/
CCOc1ccc(/C(O)=C2\C(=O)C(=O)N(c3nnc(C)s3)C2c2ccccc2F)cc1 (stereo not drawn)
  108	112	61	118	111	113	112	107	118
COC(=O)[C@]12CC[C@@H](/C(C)=N/O)[C@@H]1[C@H]1CC[C@@H]3[C@@]4(C)CC/C(=N/O)C(C)(C)[C@@H]4CC[C@@]3(C)[C@]1(C)CC2
  69	88	74	82	72	91	63	83	97

Source: PubChem BioAssay
